mcGAS inh: mouse cGAS inhibition by luminescence; recombinant cGAS, Kinase-Glo ATP depletion luminescence; actives 0.15% (n = 160,000); inhibition, % at 12.5 µM;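 further: 0% = negative control wells and 100% = reference inhibitor with no enzyme activity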
NPYLR7 agonist: activates Aedes aegypti NPYLR7 receptor. actives 0.15% (n = 270,000). activation, % at 10 µM. HEK293T NPYLR7/Galpha15, GCaMP6s calcium fluorescence; in the data active means activation above about 40%;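 further: 0% = vehicle and 100% = reference agonist at the receptor; some compounds past the cut are filed as inactive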
hcGAS inh: human cGAS inhibition | Q8N884 | recombinant h-cGAS, ATP depletion, Kinase-Glo luminescence | actives 0.081% (n = 290,000) | inhibition, % at 12.5 µM;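 further: 0% = vehicle reaction and 100% = reaction without DNA for no activity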
Target sequence (Q8N884 whole entry, looked up): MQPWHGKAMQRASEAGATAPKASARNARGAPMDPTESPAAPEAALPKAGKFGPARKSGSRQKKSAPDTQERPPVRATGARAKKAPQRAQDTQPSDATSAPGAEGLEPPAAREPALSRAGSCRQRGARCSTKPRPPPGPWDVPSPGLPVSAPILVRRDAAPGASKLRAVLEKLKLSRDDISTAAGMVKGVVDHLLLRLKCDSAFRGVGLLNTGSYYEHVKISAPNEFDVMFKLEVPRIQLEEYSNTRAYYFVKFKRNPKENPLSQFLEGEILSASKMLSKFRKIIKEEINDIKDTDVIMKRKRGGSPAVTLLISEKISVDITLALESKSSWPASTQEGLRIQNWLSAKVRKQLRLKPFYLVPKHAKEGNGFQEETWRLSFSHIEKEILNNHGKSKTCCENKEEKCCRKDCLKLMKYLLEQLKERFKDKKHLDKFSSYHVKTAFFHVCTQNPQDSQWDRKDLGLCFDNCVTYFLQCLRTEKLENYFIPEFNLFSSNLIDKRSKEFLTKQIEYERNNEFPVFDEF
* = called active by the depositor. Unless noted, no stated cut-off is given here; in the data, active means inhibition above about 40%; inactive means the rest.

What do the screens show for `CCc1nn2c(C)c(C(=O)OC)nnc2c1-c1ccc(Cl)cc1`?
NPYLR7 agonist: 2; hcGAS inh: -6

How did Cc1nn(-c2ccccc2)c(Oc2ccc(Cl)cc2)c1CN(Cc1ccco1)CC(O)COC(C)C (stereo not given) do in these assays?
mcGAS inh: -5; NPYLR7 agonist: 13; hcGAS inh: -5

What do the screens show for `CN1C[C@@H]2CC[C@H](CC1=O)N2C(=O)c1cc(=O)c2ccccc2[nH]1`?
mcGAS inh: -2; NPYLR7 agonist: 2; hcGAS inh: -2

How did CCCCCCCCCC(=O)N1CCc2nc(Cc3ccccc3C(F)(F)F)[nH]c(=O)c2C1 do in these assays?
mcGAS inh: -6; NPYLR7 agonist: 2; hcGAS inh: -1

Results for Cc1ccc(C)c(NC(=O)CSc2nnc(CNC(=O)c3ccccc3C(F)(F)F)n2-c2cccc(Cl)c2)c1 ?
NPYLR7 agonist: -7; hcGAS inh: 2

How did COc1ccc(-n2nnnc2CNC(=O)C(c2ccccc2)c2ccccc2)cc1 do in these assays?
mcGAS inh: -6; NPYLR7 agonist: 8; hcGAS inh: -6

What do the screens show for `Cc1cc(C)cc(-c2ccc(-n3cncc3C(=O)NCC3COC(C)(C)O3)cc2)c1` (stereo not given)?
mcGAS inh: -6; NPYLR7 agonist: 6; hcGAS inh: -2

What do the screens show for `CC1CCCN(Cc2ccc(C(=O)Nc3ncnn3C(C)C)cc2)C1` (stereo not given)?
mcGAS inh: -6; NPYLR7 agonist: 0; hcGAS inh: -3

What do the screens show for `O=C(NC1CCCCC1)N1CCN(c2ccc3nncn3n2)CC1`?
mcGAS inh: -4; NPYLR7 agonist: 3; hcGAS inh: -2

What do the screens show for `CCN1CCN(C(=O)/C(=C/c2cccc(F)c2)n2nnnc2C)CC1`?
NPYLR7 agonist: 11; hcGAS inh: -7

Results for CN1CC(=O)N2CCN(C(=O)NC34CC5CC(CC(C5)C3)C4)CC2C1=O (stereo not given) ?
mcGAS inh: -18; NPYLR7 agonist: 2; hcGAS inh: 0

What do the screens show for `CN(Cc1ccc(N(C)C)cc1)Cn1[nH]c(C(C)(C)C)nc1=S`?
NPYLR7 agonist: -1; hcGAS inh: -2

How did CCc1ncc(C(=O)N(Cc2ccccc2)C2CCN(C)CC2)[nH]1 do in these assays?
NPYLR7 agonist: -20; hcGAS inh: -2

What do the screens show for `CN=c1scc(-c2ccc(C)c(C)c2)n1N=Cc1ccc[nH]1`?
NPYLR7 agonist: -1; hcGAS inh: -4

Results for Cc1ccc(-n2nnnc2CNC(=O)c2cccc(C(F)(F)F)c2)cc1C ?
mcGAS inh: -8; NPYLR7 agonist: 2; hcGAS inh: -6

Results for Cc1cnc(C)c(N2CCN(c3nc4nonc4nc3N3CCSCC3)CC2)n1 ?
mcGAS inh: 1; NPYLR7 agonist: -2; hcGAS inh: -2

What do the screens show for `COc1ccc(C(C)NC(=O)Cc2ccccn2)cc1F` (stereo not given)?
mcGAS inh: -12; NPYLR7 agonist: 0; hcGAS inh: -3

Results for O=C(CCC1CCCC1)N1CCc2ccc(O)cc2CC1 ?
NPYLR7 agonist: 7; hcGAS inh: -16

How did Cc1ccccc1C(=O)Nc1ccc2oc(-c3ccc(N(C)C)cc3)nc2c1 do in these assays?
mcGAS inh: -11; hcGAS inh: -6

What do the screens show for `CC1CN(Cn2nc(-c3cccs3)n(CC3CCCO3)c2=S)CCO1` (stereo not given)?
NPYLR7 agonist: 7; hcGAS inh: -11

What do the screens show for `CCC(=O)c1ccc(OCC(=O)N2CCC(n3c(=O)[nH]c4ccccc43)CC2)cc1`?
mcGAS inh: -4; NPYLR7 agonist: 11; hcGAS inh: -19

Results for Cc1ccc(NC(=O)Cn2cnc3c(nnn3-c3ccc(C)cc3)c2=O)cc1 ?
NPYLR7 agonist: -2; hcGAS inh: 4

How did COc1ccccc1-c1cc2c(cn1)ncn2-c1cccc(F)c1 do in these assays?
mcGAS inh: -8; NPYLR7 agonist: 11; hcGAS inh: -2

What do the screens show for `CC(=O)Oc1c(-c2ccc(NC(=O)c3ccc(C(F)(F)F)cc3)cc2)c(C(C)C)nn1-c1cccc(F)c1`?
mcGAS inh: -4; NPYLR7 agonist: 7; hcGAS inh: -8

Three structures from above, sorted by length of the SMILES, ascending:
How did COc1ccccc1-c1cc2c(cn1)ncn2-c1cccc(F)c1 do in these assays?
mcGAS inh: -8; NPYLR7 agonist: 11; hcGAS inh: -2

What do the screens show for `CC1CN(Cn2nc(-c3cccs3)n(CC3CCCO3)c2=S)CCO1` (stereo not given)?
NPYLR7 agonist: 7; hcGAS inh: -11

Results for Cc1ccc(NC(=O)Cn2cnc3c(nnn3-c3ccc(C)cc3)c2=O)cc1 ?
NPYLR7 agonist: -2; hcGAS inh: 4

Further compounds follow:
What do the screens show for `CC1=C(C(=O)OCCOc2ccccc2)C(c2ccc3c(c2)OCO3)NC(=O)N1C` (stereo not given)?
NPYLR7 agonist: 6; hcGAS inh: 7

How did CC(C)CNc1ccc2c(n1)C(=O)N([C@H](C)C(=O)N[C@H](CO)c1ccccc1)C2 do in these assays?
NPYLR7 agonist: 6; hcGAS inh: -15

Results for Cc1cccn2c(=O)nc(SCC(=O)Nc3ccccc3F)nc12 ?
NPYLR7 agonist: 6; hcGAS inh: -11

Results for COCCN(CCOC)Cc1nc2cc(OC)c(OC)cc2c(=O)[nH]1 ?
NPYLR7 agonist: 4; hcGAS inh: -7

What do the screens show for `Cc1ccc(-c2nc(Cn3c(C#N)nc4ccccc43)cs2)cc1`?
mcGAS inh: -6; NPYLR7 agonist: 3; hcGAS inh: -5

What do the screens show for `CN(CCO)c1ncnc2scc(-c3ccc(Br)cc3)c12`?
mcGAS inh: -5; NPYLR7 agonist: 8; hcGAS inh: -8

What do the screens show for `CN(C)S(=O)(=O)c1cccc(CSc2nnc(C(F)(F)F)n2C)c1`?
NPYLR7 agonist: 5; hcGAS inh: -1

How did CCOC(=O)C(=O)N1CCc2ccccc2C1c1ccc(C)cc1 (stereo not given) do in these assays?
mcGAS inh: -1; NPYLR7 agonist: 18; hcGAS inh: -4

How did O=P(O)(Nc1ccccc1)C1=C(C2=C(Nc3ccccc3)CCC2)CCC1 do in these assays?
mcGAS inh: -7; NPYLR7 agonist: 1; hcGAS inh: -11

Results for CS(=O)(=O)c1ccc(C(=O)N2CCCc3c(F)cc(F)cc32)cc1 ?
NPYLR7 agonist: -2; hcGAS inh: -12

How did CN(CC(=O)OCc1ccccn1)S(=O)(=O)c1ccc(F)cc1 do in these assays?
NPYLR7 agonist: 13; hcGAS inh: -6

Results for CCc1nc2ccc(C(=O)NCCc3ccccn3)cn2c1N(C)Cc1nccs1 ?
mcGAS inh: -3; NPYLR7 agonist: -6; hcGAS inh: -5

Retrieved one by one from the list above:
How did CCOC(=O)C(=O)N1CCc2ccccc2C1c1ccc(C)cc1 (stereo not given) do in these assays?
mcGAS inh: -1; NPYLR7 agonist: 18; hcGAS inh: -4

Results for COCCN(CCOC)Cc1nc2cc(OC)c(OC)cc2c(=O)[nH]1 ?
NPYLR7 agonist: 4; hcGAS inh: -7

The list continues:
Results for Cc1ccc(-c2cc(CC(=O)c3c(O)cc(O)cc3O)[nH]n2)cc1 ?
NPYLR7 agonist: 3; hcGAS inh: 11

How did O=C(CCC1CCCC1)N1CCC(c2nc(-c3ccncc3)no2)CC1 do in these assays?
mcGAS inh: -3; NPYLR7 agonist: 17; hcGAS inh: -2

How did CNc1cncc(-c2ccc3c(c2)CCO3)n1 do in these assays?
NPYLR7 agonist: -4; hcGAS inh: 19

How did CN(CCOc1ccc(F)cc1)C(=O)c1cc(Cl)c2c(c1)OCCO2 do in these assays?
NPYLR7 agonist: -1; hcGAS inh: -15

Results for Cc1ccc(C2=NN3C(C2)c2cc(Cl)ccc2OC3c2ccncc2)cc1 (stereo not given) ?
NPYLR7 agonist: 4; hcGAS inh: -8

Results for Cc1c(C(=O)NCc2ccc(C#N)cc2)sc(=O)n1CC(=O)N(C)C ?
NPYLR7 agonist: 5; hcGAS inh: 3

How did CCC(C)(N)c1nccs1 (stereo not given) do in these assays?
NPYLR7 agonist: -10; hcGAS inh: -6

What do the screens show for `CCCC(C)NC(=O)CN1CCCC1C(=O)N(C)C` (stereo not given)?
NPYLR7 agonist: 1; hcGAS inh: -9

What do the screens show for `O=C(c1ccccc1)N1CCN(C(=O)c2ccc3ccccc3n2)CC1`?
NPYLR7 agonist: 0; hcGAS inh: -9

How did CC(=O)Oc1c(-c2ccc(NC(=O)c3ccc(F)cc3)cc2)c(CC(C)C)nn1-c1cccc(C)c1 do in these assays?
mcGAS inh: -4; NPYLR7 agonist: 5; hcGAS inh: -6

How did CC1(C)CCCC(C)(C#CCN2CCC(=O)CC2)O1 (stereo not given) do in these assays?
mcGAS inh: -5; hcGAS inh: -8

How did Fc1ccccc1-c1noc2nc(OCc3ccccn3)ccc12 do in these assays?
mcGAS inh: -8; NPYLR7 agonist: 2; hcGAS inh: -6

Results for S=c1nc(-c2ccccc2)[nH]n1CN1CCc2ccccc2C1 ?
NPYLR7 agonist: 10; hcGAS inh: -1

How did COCC(C)NC(=O)c1cccc(Oc2cccc(C(F)(F)F)c2)c1 (stereo not given) do in these assays?
NPYLR7 agonist: 16; hcGAS inh: 1

Results for Cc1ccnc(SCc2cc(=O)c(OC(=O)c3cccc(C(F)(F)F)c3)co2)n1 ?
mcGAS inh: -5; NPYLR7 agonist: -13; hcGAS inh: -1

What do the screens show for `CCOC(=O)c1c(NC(=O)Cc2cccs2)sc2c1CCC(C(C)(C)CC)C2` (stereo not given)?
mcGAS inh: 2; NPYLR7 agonist: 8; hcGAS inh: 3

How did COc1ccccc1CCNC(=O)C(C1CCCC1)N1CCN(C(=O)Nc2cccc(F)c2)CC1 (stereo not given) do in these assays?
mcGAS inh: -3; NPYLR7 agonist: -7; hcGAS inh: -4

What do the screens show for `C=CCNC(=O)C(NC(=O)c1cccs1)C1CCN(C(=O)Nc2cccc(Cl)c2)CC1` (stereo not given)?
mcGAS inh: 0; NPYLR7 agonist: -11; hcGAS inh: 0

Results for O=C(O)Cc1[nH]nc2ccccc12 ?
mcGAS inh: -4; NPYLR7 agonist: 3; hcGAS inh: -6

How did CN(C(=O)c1cccc(NS(=O)(=O)c2ccc3[nH]cc(C(=O)O)c(=O)c3c2)c1)c1ccccc1 do in these assays?
mcGAS inh: -3; NPYLR7 agonist: -9; hcGAS inh: -3

What do the screens show for `COc1ccc(OC)c(C2C(C#N)C(=N)SC(=N)C2C#N)c1` (stereo not given)?
mcGAS inh: 5; NPYLR7 agonist: 8; hcGAS inh: -8

What do the screens show for `COc1ccc(-c2ccc(SCC(N)=O)nn2)cc1OC`?
mcGAS inh: -6; NPYLR7 agonist: -2; hcGAS inh: -2

Results for Cc1nc2nc3ccn(-n4cnnc4)c(=O)c3c(-c3ccccc3)n2n1 ?
mcGAS inh: -9; NPYLR7 agonist: -3; hcGAS inh: -4

Results for Cc1cc(C(=O)CSc2nnc(-c3ccco3)n2C)c(C)n1C ?
NPYLR7 agonist: 6; hcGAS inh: -4

Of the compounds above, six have a Cl atom:
What do the screens show for `CCc1nn2c(C)c(C(=O)OC)nnc2c1-c1ccc(Cl)cc1`?
NPYLR7 agonist: 2; hcGAS inh: -6

How did Cc1nn(-c2ccccc2)c(Oc2ccc(Cl)cc2)c1CN(Cc1ccco1)CC(O)COC(C)C (stereo not given) do in these assays?
mcGAS inh: -5; NPYLR7 agonist: 13; hcGAS inh: -5

Results for Cc1ccc(C)c(NC(=O)CSc2nnc(CNC(=O)c3ccccc3C(F)(F)F)n2-c2cccc(Cl)c2)c1 ?
NPYLR7 agonist: -7; hcGAS inh: 2

How did CN(CCOc1ccc(F)cc1)C(=O)c1cc(Cl)c2c(c1)OCCO2 do in these assays?
NPYLR7 agonist: -1; hcGAS inh: -15

Results for Cc1ccc(C2=NN3C(C2)c2cc(Cl)ccc2OC3c2ccncc2)cc1 (stereo not given) ?
NPYLR7 agonist: 4; hcGAS inh: -8

What do the screens show for `C=CCNC(=O)C(NC(=O)c1cccs1)C1CCN(C(=O)Nc2cccc(Cl)c2)CC1` (stereo not given)?
mcGAS inh: 0; NPYLR7 agonist: -11; hcGAS inh: 0

The list goes on.
How did CC(C)(C)c1nc(CN2CC(c3ccncc3)C2)no1 do in these assays?
mcGAS inh: -14; hcGAS inh: -8

What do the screens show for `O=C(CNC(=O)c1cccs1)NC1CCCC1`?
NPYLR7 agonist: 1; hcGAS inh: -13

Results for FC(F)(F)c1ccc(Cl)c(-n2c(C3(c4ccc(Cl)cc4)CCC3)n[nH]c2=S)c1 ?
mcGAS inh: -3; NPYLR7 agonist: -7; hcGAS inh: -3

Results for CCC(C)NC(=O)c1nn(-c2ccc(OC)cc2)c(=O)n(Cc2ccccc2F)c1=O (stereo not given) ?
mcGAS inh: -5; NPYLR7 agonist: 13; hcGAS inh: -4

Results for CC(C)Oc1ccc(C2CC(=O)N(c3cccc(Br)c3)C2=O)cc1 (stereo not given) ?
NPYLR7 agonist: 5; hcGAS inh: 3

How did COCC(O)CN(Cc1c(C)nn(-c2ccccc2)c1Oc1cccc(F)c1)CC1CCCO1 (stereo not given) do in these assays?
mcGAS inh: -5; NPYLR7 agonist: -6; hcGAS inh: -5

How did CCNC(=O)NC(Cc1ccccc1)C(=O)Nc1nnc(-c2ccc(Br)cc2)s1 (stereo not given) do in these assays?
mcGAS inh: -5; NPYLR7 agonist: 11; hcGAS inh: -3

Results for CN(Cc1cncc(-c2ccc(F)cc2F)c1)Cc1ccco1 ?
mcGAS inh: -6; hcGAS inh: -7

How did O=C1OCCC1N1CCN(Cc2ccc(Br)s2)CC1 (stereo not given) do in these assays?
mcGAS inh: -15; NPYLR7 agonist: 9; hcGAS inh: -9
